Neddylation inh – blocks human cullin neddylation; P61081+Q13564; TR-FRET cullin neddylation, biochemical; calls only at 25 µM; 360,000 tested, 0.58% active; in the data active = inhibition above about 36%
SUMO1 PPI mod – alters human SUMO1 binding to SIM partners | P63165 | SUMO1 binding to a labelled peptide, TR-FRET, 1 h | 360,000 tested, 0.33% active | inhibition, % at 20 µM; in the data active = inhibition above about 37%
Rin1 Abl inh – human Rin1-Abl interaction inhibition. P00519+Q13671. TR-FRET Rin1/Abl binding, biochemical. inhibition, % at 7.35 µM. 360,000 tested, 0.4% active; in the data active = inhibition above about 5%, passing the limit was not always enough
CSN deneddyl inh – inhibitors of human CSN-mediated cullin deneddylation; Q92905; inhibition, % at 12.5 µM; Purified CSN, SCF-Nedd8-OG deneddylation, fluorescence polarization; 360,000 tested, 0.38% active;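 active = pattern-corrected inhibition above about 35%, with an unprinted fluorescence ratio check between 0.5 and 1.5, limit read from the data, passing the limit was not always enough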;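 also: 0% = enzyme with substrate and 100% = substrate without enzyme; some results filed as inactive read as strong as hits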
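Schedule: reaction 90 min, room temperature / Assay system: HEK293T-derived human Csn5 enzyme / Input: Csn5 at 0.24 nM final / Measure: inhibition of Csn5 cleavage, % / Control set: substrate-only high control, full reaction low control / Technique: fluorescence polarization of the substrate / Buffer or medium: Tris/NaCl/DTT buffer, pH 7.5 / Reagent: SCFSkp2-Nedd8OG substrate at 10 nM final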
DNMT1 inh – blocks human DNA methyltransferase DNMT1 | P26358 | DNMT1 molecular beacon, Hinp1I cleavage, fluorescence | inhibition (reported as % activation of signal), % at 10 µM | 360,000 tested, 0.83% active | AID 588458; in the data active = inhibition above about 50%
Target sequence (P26358 504-1616 limits assumed): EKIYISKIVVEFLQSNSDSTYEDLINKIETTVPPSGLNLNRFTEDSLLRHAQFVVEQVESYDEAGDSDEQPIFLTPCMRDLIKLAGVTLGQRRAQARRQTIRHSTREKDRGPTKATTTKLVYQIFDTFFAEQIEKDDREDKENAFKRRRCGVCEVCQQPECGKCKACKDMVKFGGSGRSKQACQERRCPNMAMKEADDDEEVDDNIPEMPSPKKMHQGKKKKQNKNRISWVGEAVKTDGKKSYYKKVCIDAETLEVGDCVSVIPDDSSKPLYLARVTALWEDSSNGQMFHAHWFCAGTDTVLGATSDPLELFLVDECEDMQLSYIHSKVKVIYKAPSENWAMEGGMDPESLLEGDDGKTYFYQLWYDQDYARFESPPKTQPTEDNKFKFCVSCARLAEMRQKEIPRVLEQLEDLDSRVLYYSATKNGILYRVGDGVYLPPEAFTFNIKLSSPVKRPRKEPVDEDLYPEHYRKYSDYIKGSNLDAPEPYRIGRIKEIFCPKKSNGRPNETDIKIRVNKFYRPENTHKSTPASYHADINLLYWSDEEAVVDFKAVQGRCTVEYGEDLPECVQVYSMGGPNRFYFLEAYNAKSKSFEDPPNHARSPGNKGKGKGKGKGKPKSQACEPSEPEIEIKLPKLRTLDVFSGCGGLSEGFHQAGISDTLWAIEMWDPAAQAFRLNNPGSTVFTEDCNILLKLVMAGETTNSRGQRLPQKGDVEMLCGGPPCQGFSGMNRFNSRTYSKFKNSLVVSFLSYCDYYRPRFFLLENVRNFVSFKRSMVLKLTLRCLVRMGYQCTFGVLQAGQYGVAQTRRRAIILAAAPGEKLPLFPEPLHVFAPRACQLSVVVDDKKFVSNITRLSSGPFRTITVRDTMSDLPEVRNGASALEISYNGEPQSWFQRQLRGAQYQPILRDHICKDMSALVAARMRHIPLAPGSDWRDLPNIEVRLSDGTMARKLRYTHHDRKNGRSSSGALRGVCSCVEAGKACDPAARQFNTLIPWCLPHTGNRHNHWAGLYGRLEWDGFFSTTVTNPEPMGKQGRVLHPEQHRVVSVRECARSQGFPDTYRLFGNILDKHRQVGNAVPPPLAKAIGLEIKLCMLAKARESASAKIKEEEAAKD
Scp1 inh – inhibitors of human Scp-1 phosphatase | Q9GZU7 | Recombinant Scp1, phosphopeptide, malachite green phosphate absorbance | inhibition, % at 20 µM | 340,000 tested, 0.88% active;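 active = inhibition above about 50% at 20 µM, limit read from the data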;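 also: plate controls were DMSO wells with enzyme for no effect and wells lacking enzyme for full effect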
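Test system: SCP-1 catalytic domain; Buffer or medium: Acidic Tris acetate buffer with magnesium and detergent; Also added: Phosphorylated 17-residue peptide substrate; Compound: single 20 µM dose, 1% DMSO; Schedule: enzyme reaction 45 min at room temperature, colour 5 min, stabilisation 30 min; Signal: Phosphate-binding colour reagent, absorbance read at 630 nm.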
Rpn11 inh – Rpn11 (human) deubiquitinase inhibition. O00487. human 26S proteasome, Ub4-pepOG fluorescence polarization; 20S core pre-blocked with epoxomicin. calls only at 20 µM. 360,000 tested, 0.59% active. AID 588493;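 active = inhibition at 20 µM, scaled to each plate's controls, above about 33%, limit read from the data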
NadD inh – NadD (S. aureus) enzyme inhibition; purified NadD enzyme, colorimetric absorbance read-out; inhibition, % at 20 µM; 360,000 tested, 0.78% active; AID 602399; in the data active = inhibition above about 26%; also: some compounds past the cut are filed as inactive
LMPTP block – LMPTP (human) inhibition. P24666. recombinant LMPTP-A, OMFP fluorogenic substrate, fluorescence intensity. inhibition, % at 20 µM. 360,000 tested, 0.22% active. AID 651560;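 active = compounds that cut the enzyme signal by at least half of the control window in the single-dose screen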;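 also: plate controls were DMSO wells with enzyme plus substrate for no effect and substrate without enzyme for full effect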
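Material: LMPTP-A; amount: 0.625 nM enzyme; doses: single 20 µM dose; times: reaction 50 min, room temperature, dark; technique: fluorescence intensity of OMFP turnover product; benchmarks: no-enzyme and uninhibited controls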
STEP block – STEP (human) phosphatase inhibition; AID 588621; 360,000 tested, 0.25% active; inhibition, % at 20 µM; recombinant STEP, OMFP fluorogenic substrate, fluorescence;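 active = inhibition at 20 µM, scaled per plate between control wells, above about 37%, limit read from the data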;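 also: 0% = DMSO with enzyme and substrate and 100% = substrate only without enzyme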
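Also added – OMFP at 25 µM · Test system – STEP tyrosine phosphatase · Technique – FITC-channel fluorescence of OMFP product · Schedule – 20 min at room temperature, dark · Evaluation – control-normalized % inhibition with plate pattern correction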
* marks the source's active call; other numbers are inactive results; i = inactive; . = not tested or not shown; + = active, no number.

Order of values: Neddylation inh	SUMO1 PPI mod	Rin1 Abl inh	CSN deneddyl inh	DNMT1 inh	Scp1 inh	Rpn11 inh	NadD inh	LMPTP block	STEP block
> O=C(Nc1ccc(F)cc1)Nc1cc(OCC(F)(F)F)cc(OCC(F)(F)F)c1
 : i	-4	-2	-2	-13	-5	i	1	1.7	-1
> CC(C)C(=O)N1CCN(c2ccccc2NC(=O)COc2ccccc2)CC1
 : i	-4	-4	-6	1	-3	i	-4	-1.0	2
> Cc1ccc(NC(=O)c2cccs2)cc1NC(=O)c1ccc(F)cc1
 : i	9	-1	-2	-1	-6	i	6	-0.2	1
> CC1CCC(C(C)C)C(OC(=O)COC(=O)c2ccc(N)cc2)C1 (stereo not drawn)
 : i	0	2	-4	5	3	i	4	3.3	-1
> CCN(CC)S(=O)(=O)c1cccc(C(=O)N/N=C/c2ccc(OC)c(O)c2)c1
 : i	-6	-8	-18	7	5	i	1	0.6	1
> Cc1ccc2nc(-c3ccc(NS(=O)(=O)c4ccc(F)c(F)c4)cc3)sc2c1
 : .	8	1	-6	-8	-8	i	-5	4.6	-5
> CCN(CC)S(=O)(=O)c1cccc(NC(=O)COC(=O)c2cc(=O)c3ccccc3o2)c1
 : i	-1	0	-3	0	-9	i	-7	-1.4	0
> O=C(ONC1=NCCCCC1)c1c(F)cccc1F
 : i	-2	3	2	0	0	i	-1	0.0	0
> Cc1ccc(C)c(C(=O)COC(=O)c2ccc(Br)o2)c1
 : i	-4	2	-1	-5	-16	i	-2	2.7	1
> COC(=O)c1ccc(CSc2nc3sc(C)c(C)c3c(=O)[nH]2)cc1
 : i	5	0	1	38	-2	i	7	-0.1	0
> COc1ccc(N2Cc3ccccc3C2)cc1Cl
 : i	-14	-3	2	-18	2	i	11	-0.4	1
> CCCOc1ccc(/C=c2\sc3ncnn3c2=O)cc1
 : i	8	2	6	5	-8	i	-5	-0.4	-3
> CCCN1Cc2cccc(C(=O)NCCc3ccccc3)c2C1=O
 : i	2	3	2	3	12	i	-3	1.3	3
> CC(C)CC[n+]1ccn(-c2nc3ccccc3nc2[N-]S(=O)(=O)c2ccc(Cl)cc2)c1
 : +	-19	1	5	-4	0	i	9	-0.1	-2
> CCC(=O)Nc1cc(OC)c(NC(=O)c2ccccc2)cc1OC
 : i	8	-1	-1	-11	-6	i	0	0.4	-3
> CN(C(=O)CSc1nnc(C(F)(F)F)n1C)c1c(N)n(Cc2ccccc2)c(=O)[nH]c1=O
 : i	-5	0	-2	6	.	i	-1	-0.6	-4
> O=[N+]([O-])c1ccc(O)c(-c2nc(-c3ccccc3)c(-c3cccs3)[nH]2)c1
 : i	3	1	5	-22	0	i	34*	6.2	1
> CSCC[C@H](NC(=O)COc1ccc(Cl)cc1)C(=O)N1CCC2(CC1)NCCc1[nH]cnc12
 : i	-4	-1	2	-1	-5	i	1	-2.1	1
> Cc1ccc(N2CCN(S(=O)(=O)c3c(C)nc4sccn4c3=O)CC2C)cc1 (stereo not drawn)
 : i	8	5	2	0	.	i	-3	0.0	3
> CCCCOc1ccccc1C1C(C(=O)OC)=C(C)N(C)C(C)=C1C(=O)OC
 : i	-3	0	-4	9	-21	i	3	1.6	-3
> NNC(=O)CCC(=O)Nc1ccccc1
 : i	1	0	-7	14	3	i	-2	1.6	-3
> CCOC(=O)c1c(NC(=O)COC(=O)Cc2c[nH]c3ccccc23)sc(C(=O)N(C)C)c1C
 : i	14	-1	-1	-1	-8	i	-5	5.7	5
> Cn1cc(C(=O)NC2CCCCC2)c(=O)c2cc(S(=O)(=O)N3CCOCC3)ccc21
 : i	2	0	1	0	-5	i	-4	0.2	-2
> COc1cc2c(cc1NC(=O)CC1SC(N3CCCC3)=NC1=O)oc1ccccc12 (stereo not drawn)
 : i	4	6	4	-15	8	i	5	1.7	-5
> Cc1ccc(N2C(=O)CC3(CC4C=CC3C4)C2=O)cc1 (stereo not drawn)
 : i	1	-6	-6	3	-2	i	-5	1.6	3
> COC(=O)Cc1c(-c2[nH]c3ccccc3c2CC(=O)OC)[nH]c2ccccc12
 : i	-4	0	2	9	-13	i	-4	1.6	-2
> Cc1ccc(OCCC(=O)OCC(=O)NCCNC(=O)COC(=O)CCOc2ccc(C)cc2)cc1
 : i	-5	-3	1	-1	.	i	-9	0.0	-3
> CCOC(=O)c1ccc(NS(=O)(=O)c2c(C)n(C)c(=O)n(C)c2=O)cc1
 : i	4	-1	1	1	-1	i	-2	-0.2	0
> O=C(Cn1nnc(-c2cccs2)n1)Nc1ccccc1C(F)(F)F
 : i	0	2	-1	10	-6	i	-6	1.8	-3
> CC(CCn1cccn1)NC(=O)CCc1nnc(C2CCCCC2)o1 (stereo not drawn)
 : i	1	1	2	-3	-1	i	-2	-0.2	-2

14 structures out of the list, arranged by formula weight, low to high:
Order of values: Neddylation inh	SUMO1 PPI mod	Rin1 Abl inh	CSN deneddyl inh	DNMT1 inh	Scp1 inh	Rpn11 inh	NadD inh	LMPTP block	STEP block
> CCCN1Cc2cccc(C(=O)NCCc3ccccc3)c2C1=O
 : i	2	3	2	3	12	i	-3	1.3	3
> CCC(=O)Nc1cc(OC)c(NC(=O)c2ccccc2)cc1OC
 : i	8	-1	-1	-11	-6	i	0	0.4	-3
> CC(CCn1cccn1)NC(=O)CCc1nnc(C2CCCCC2)o1 (stereo not drawn)
 : i	1	1	2	-3	-1	i	-2	-0.2	-2
> O=C(Cn1nnc(-c2cccs2)n1)Nc1ccccc1C(F)(F)F
 : i	0	2	-1	10	-6	i	-6	1.8	-3
> COC(=O)c1ccc(CSc2nc3sc(C)c(C)c3c(=O)[nH]2)cc1
 : i	5	0	1	38	-2	i	7	-0.1	0
> CCOC(=O)c1ccc(NS(=O)(=O)c2c(C)n(C)c(=O)n(C)c2=O)cc1
 : i	4	-1	1	1	-1	i	-2	-0.2	0
> CCN(CC)S(=O)(=O)c1cccc(C(=O)N/N=C/c2ccc(OC)c(O)c2)c1
 : i	-6	-8	-18	7	5	i	1	0.6	1
> Cc1ccc2nc(-c3ccc(NS(=O)(=O)c4ccc(F)c(F)c4)cc3)sc2c1
 : .	8	1	-6	-8	-8	i	-5	4.6	-5
> Cc1ccc(N2CCN(S(=O)(=O)c3c(C)nc4sccn4c3=O)CC2C)cc1 (stereo not drawn)
 : i	8	5	2	0	.	i	-3	0.0	3
> COc1cc2c(cc1NC(=O)CC1SC(N3CCCC3)=NC1=O)oc1ccccc12 (stereo not drawn)
 : i	4	6	4	-15	8	i	5	1.7	-5
> O=C(Nc1ccc(F)cc1)Nc1cc(OCC(F)(F)F)cc(OCC(F)(F)F)c1
 : i	-4	-2	-2	-13	-5	i	1	1.7	-1
> Cn1cc(C(=O)NC2CCCCC2)c(=O)c2cc(S(=O)(=O)N3CCOCC3)ccc21
 : i	2	0	1	0	-5	i	-4	0.2	-2
> CCN(CC)S(=O)(=O)c1cccc(NC(=O)COC(=O)c2cc(=O)c3ccccc3o2)c1
 : i	-1	0	-3	0	-9	i	-7	-1.4	0
> CCOC(=O)c1c(NC(=O)COC(=O)Cc2c[nH]c3ccccc23)sc(C(=O)N(C)C)c1C
 : i	14	-1	-1	-1	-8	i	-5	5.7	5

Additional compounds
Order of values: Neddylation inh	SUMO1 PPI mod	Rin1 Abl inh	CSN deneddyl inh	DNMT1 inh	Scp1 inh	Rpn11 inh	NadD inh	LMPTP block	STEP block
> COc1cc(/C=N/Nc2ccccc2C(F)(F)F)ccc1O
 : i	3	-2	-1	8	38	i	-1	3.7	0
> C=CCNC(=O)c1onc(CSc2ccc(F)c(F)c2)c1C(=O)O
 : i	6	4	0	5	1	i	-2	-1.1	2
> CCOC(=O)c1cnc(-n2nc(C)cc2C)nc1Nc1ccc(O)cc1
 : i	7	3	-2	2	-9	i	2	2.9	5
> COC(=O)C1=C(C)N=c2s/c(=C/c3ccoc3)c(=O)n2C1c1ccccc1 (stereo not drawn)
 : i	-6	-5	58*	-8	-11	+	24	1.2	5
> Clc1cccc(-c2cccc3nccn23)c1
 : .	-10	2	-3	0	.	i	-7	-0.4	2
> O=C(c1ccc(F)cc1Cl)N(c1ccccn1)C1CCCCC1
 : i	2	0	-6	0	-9	i	-3	-1.0	-1
> Cc1cc(SCC(=O)c2cc3ccccc3o2)nc2ccccc12
 : i	-10	-5	7	-4	4	.	16	5.0	0
> CN(CCC#N)C(=O)CSc1nnc(-c2c[nH]c3ccccc23)o1
 : i	-1	2	0	-1	-11	i	0	-0.1	-1
> Cc1cc(SCC(=O)Nc2cccc(S(=O)(=O)N3CCOCC3)c2)nc2ccccc12
 : i	-11	1	7	-9	-3	i	-2	1.6	3
> CCOC(=O)/C(CCC[N+](C)(CC)CC)=N\O
 : i	-1	0	-1	5	99*	i	17	-0.6	0
> O=C(COc1cc(Cl)c(Cl)cc1Cl)Nn1cnnc1
 : i	2	2	-1	0	-8	i	6	-3.0	-1
> O=C(CCl)N(c1ccccc1)c1c[nH]c2ccccc12
 : i	-1	2	0	15	4	i	-2	0.2	1
> CN1CCN(S(=O)(=O)c2ccc(=O)[nH]c2)CC1
 : i	-1	-1	-4	0	-8	i	3	0.1	0
> CNC(=O)C1CN(C(=O)c2cccc(S(=O)(=O)N3c4ccccc4CC3C)c2)c2ccccc2O1 (stereo not drawn)
 : i	2	1	-5	-6	-9	i	-1	0.2	0
> CC(C)N(C(=O)[C@H]1C[C@H](CC(=O)NCCCn2ccnc2)C(=O)N2CCc3c([nH]c4ccc(Cl)cc34)[C@]12C)C(C)C
 : i	-2	-2	4	4	-1	i	14	-7.9	-2
> CC(C)[C@@H](C(=O)N1CCN(Cc2ccc3c(c2)OCO3)CC1)n1nnc2ccccc2c1=O
 : i	3	-2	4	-2	-5	i	-1	0.7	-6
> CC1(C(=O)NCC2CC2)Cc2c(-c3cccc(C(N)=O)c3)ccnc2O1 (stereo not drawn)
 : i	-2	3	2	-4	.	i	-1	-1.6	-1
> COC(=O)c1ccc(N/C=C/C(=O)c2ccc(OC)c(OC)c2)cc1
 : i	-8	-2	1	-3	1	i	0	1.1	8
> Cc1ccc(C)c(S(=O)(=O)N2CCN(C(=O)c3cc(-c4cccs4)nn3-c3ccccc3)CC2)c1
 : i	-2	0	-1	-3	-6	i	0	7.6	3
> O=C(Nn1cnc2ccccc2c1=O)C1CCCCC1
 : i	0	0	1	2	-1	i	-4	-1.8	-2
> Cc1ccc(NC2CCCN(C(=O)CN3C(=O)CSC3=O)C2)cc1C (stereo not drawn)
 : i	0	-4	-1	-2	-13	i	-1	1.2	-1
> C=CCN1C(=O)C(CC(=O)Nc2ccc(OCCC)cc2)N(CCCN2CCN(Cc3ccccc3)CC2)C1=S (stereo not drawn)
 : i	2	-2	-6	3	6	i	6	-2.4	-1
> Cc1[nH]c2ccccc2c1/C=N/NC(=O)CCC(=O)NCc1ccccc1
 : i	7	-3	9	-6	-10	i	-2	-0.5	0
> CCOc1ccc(CCNC(=O)CCn2cccc2)cc1OCC
 : i	0	-2	5	0	-10	i	-4	-2.9	-6
